Compound activity deposited in PubChem by National Center for Advancing Translational Sciences (NCATS).
IL1B secr inh: inflammasome signaling inhibition, IL-1 beta readout | THP-1 LPS/ATP IL-1B secretion, AlphaLISA, 16 h; hits give low values | activity change, % at 57.5 µM | 360,000 compounds, 4.7% hits; in the data active = activity change below about -50%; inconclusive = mostly about -30% to -49%; note: % is set by controls: 0 for no effect and ±100 for the full control effect
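THP-1 cells pretreated 1 hr with compounds (up to 57.5 uM final), then stimulated with LPS (250 ng/mL final) plus ATP (1.25 mM final); secreted IL-1B measured by AlphaLISA after 16 hr, decreased signal indicating inhibition.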
KB-V1 MDR tox: kills drug-selected multidrug resistant KB-V1 cells | 400,000 compounds, 3.4% hits | AID 1347076 | KB-V1 MDR cells viability, CellTiter-Glo, 72 h | Potency, µM (top dose mostly 46.1 µM), without a hit: top-dose activity change, negative = cytotoxicity, usual class: cytotoxic; note: potency is the fitted concentration of half-maximal effect; % is set by controls: 0 for no effect and ±100 for the full control effect; nearly all actives have a fitted effect of over 60% in size
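Drug-selected KB-V1 cells, grown in DMEM lacking phenol red with 10% FBS, receive compound titrations; after three days at 37 degrees C, surviving cell ATP is quantified by CellTiter-Glo luminescence and responses normalized and curve-fitted.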
HT1080 IDH1KD tx: kills HT-1080 cells with IDH1 knockdown; 360,000 compounds, 2% hits; Potency, µM (doses to about 46.1 µM), inactives show top-dose activity, negative = toxicity, hits mostly cytotoxic; HT-1080 IDH1 knockdown viability, ATP luminescence, 48 h; AID 686971;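 note: potency is the fitted concentration of half-maximal effect; 0% = DMSO wells and -100% = cell-free medium wells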
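Cytotoxicity counter-line: IDH1KD HT-1080, 48 h, CellTiter-Glo. Curves classed by r2, magnitude and activity.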
GLP1R cytotox: cytotoxicity in counter-screen for GLP-1R inverse agonists. HEK293 cAMP-luciferase reporter cells, luminescence, 24 h. Potency, µM (series often up to 38.3 µM), inactives show at the highest dose activity change, negative = inhibition, actives largely listed as inhibitors. 410,000 compounds, 0.13% hits. AID 624418;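 note: loss of luciferase light is scored as toxicity; potency is the fitted concentration of half-maximal effect; % is set by controls: 0 for no effect and ±100 for the full control effect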
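A 23 nL compound transfer followed 12 hours of cell culture at 37 deg C; exposure then lasted 24 hr. Luciferase assay detection reagent was dispensed and plates read for luminescence after a 12 min room-temperature wait.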
HT1080NT lethal: kills 2HG-producing HT-1080-NT fibrosarcoma cells. AID 686970. 360,000 compounds, 1.6% hits. HT-1080-NT fibrosarcoma viability, CellTiter-Glo ATP luminescence, 48 h. Potency, µM (series often up to 46.1 µM), for the others: at the highest dose activity, negative = less viability, most hits filed as cytotoxic;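 note: NT is the 2HG producing partner of a matched IDH1 knockdown line; potency is the fitted concentration of half-maximal effect; 0% = DMSO-treated cells and -100% = media-only wells without cells; nearly all actives have a fitted effect of over 55% in size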
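750 cells/well, RPMI + 5% FBS; 2 h settle, compound pin-transfer, 48 h at 37 degrees C. CellTiter-Glo 10 min RT, luminescence. Normalized to DMSO and media-only wells.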
SW480 rerep: induces DNA re-replication in SW480 colon adenocarcinoma cells; SW480 DNA re-replication, Hoechst DNA content imaging, 48 h; Potency, µM (top dose mostly 46.1 µM), for the others: at the highest dose re-replication activation, hits mostly activators; 340,000 compounds, 1.8% hits; AID 624297; note: potency is the fitted concentration of half-maximal effect; % of control where 0% means no effect; nearly all actives have a fitted effect of over 55% in size
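First, 250 cells per well were seeded. Next, compound or vehicle (23 nL) was pinned in, plates sat 48 hr at 37 C. Finally Hoechst was added for 40 min before fluorescence scanning.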
D3 ag: activates the human D3 dopamine receptor; P35462; D3R DiscoveRx beta-arrestin cells, luminescence, 90 min; max activation, %; 410,000 compounds, 0.58% hits; AID 652048; in the data active = max activation above about 30%; note: 0% is about no effect; mostly tested at two doses, the higher about 12 µM
Target sequence (P35462 whole entry, looked up): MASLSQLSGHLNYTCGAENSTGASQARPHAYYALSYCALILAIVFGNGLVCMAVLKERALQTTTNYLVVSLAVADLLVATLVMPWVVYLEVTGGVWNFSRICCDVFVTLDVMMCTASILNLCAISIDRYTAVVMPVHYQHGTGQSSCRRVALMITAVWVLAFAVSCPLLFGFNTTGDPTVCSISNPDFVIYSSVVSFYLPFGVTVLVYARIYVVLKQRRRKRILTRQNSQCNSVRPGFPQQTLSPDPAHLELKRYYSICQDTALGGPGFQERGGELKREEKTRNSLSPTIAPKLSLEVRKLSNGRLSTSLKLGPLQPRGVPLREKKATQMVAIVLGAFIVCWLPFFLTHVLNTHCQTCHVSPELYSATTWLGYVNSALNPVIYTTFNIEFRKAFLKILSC
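Cells at 1500/well, incubated overnight, then treated with pinned compounds (dopamine as control) for 90 min at 37 degrees C. DiscoveRx reagent added for 30 - 60 minutes at room temperature; luminescence read.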
KB-3-1 tox: KB-3-1 parental cell cytotoxicity; 400,000 compounds, 1.4% hits; Potency, µM (doses to about 46.1 µM), for the others: at the highest dose activity change, negative = cytotoxic, usual class: cytotoxic; KB-3-1 viability, CellTiter-Glo ATP luminescence, 72 h; note: potency is the fitted concentration of half-maximal effect; % is set by controls: 0 for no effect and ±100 for the full control effect; nearly all actives have a fitted effect of over 60% in size
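KB-3-1 parental drug-naive adenocarcinoma cells in DMEM/10% FBS, incubated 72 h at 37 C with pin-transferred compounds across a concentration series. Viability by CellTiter-Glo luminescence; concentration-response curves fitted after normalization.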
MCF10A rereplic: inducers of DNA re-replication in MCF 10A breast cells; MCF 10A DNA re-replication, Hoechst nuclear intensity, 48 h; Potency, µM (series often up to 46.1 µM), for the others: top-dose activity, positive = re-replication, actives largely listed as activators; 350,000 compounds, 2.9% hits; AID 624296; note: potency is the fitted concentration of half-maximal effect; % of control where 0% means no effect; nearly all actives have a fitted effect of over 50% in size
The depositor's hits bear a star; ? = inconclusive; nt = no result given; [ ] = remark or other dose. Unless noted, calls come from the whole dose curve; as a rule, active = well fitted curve in the direction sought with a large enough effect; inconclusive = small, poorly fitted or top-dose-only effect, or another doubt; inactive = no such curve, though single readings can be large; an effect the other way counts as inactive or inconclusive.

SMILES | IL1B secr inh | KB-V1 MDR tox | HT1080 IDH1KD tx | GLP1R cytotox | HT1080NT lethal | SW480 rerep | D3 ag | KB-3-1 tox | MCF10A rereplic
O=C(COC(=O)c1cccc(OC(F)F)c1)Nc1cccc(S(=O)(=O)N2CCCC2)c1 | 11 | -3% | 3% | 4% | -1% | -21% | 3 | 1% | 1%
Cc1ccc([C@@H]2CC(=O)[C@@H]3CN(S(=O)(=O)c4ccc(C)cc4)[C@H](c4ccccc4F)C[C@@H]3N2S(=O)(=O)c2ccc(C)cc2)cc1 | 12 | 4% | 11% | 5% | 21% | nt | -6 | 0% | nt
COc1ccc(CCC(=O)Nc2ccc3c(c2)OCCO3)cc1 | 0 | 1% | 4% | -2% | 12% | 1% | 2 | 10% | 0%
CC1=C(C(=O)N2CCCCCC2)CC(CC(=O)NC2CCCC2)C(=O)N1Cc1ccc(F)cc1 (stereo not drawn) | 25 | -23% | 9% | -10% | 16% | nt | -5 | 5% | nt
CN(C)c1ccc(CNc2ncnc3sccc23)cc1 | 14 | ? | ? | 11% | ? | ? | 6 | ? | -1%
CCOC(=O)c1ccc(S(=O)(=O)NNC(=O)COc2ccc(C)cc2)cc1 | -2 | -7% | -24% | -15% | -14% | 2% | 0 | 0% | -1%
Cc1cn(C(C)C)c(=O)n(-c2ccccc2)c1=O | -7 | -3% | 9% | 5% | 0% | -5% | -1 | -3% | -2%
Cc1ccc(-c2nnc3n2N=C(c2ccccc2Br)CS3)cc1 | -7 | -6% | ? | -15% | ? | -14% | -9 | 0% | 3%
CC(C)(C)OC(=O)N1CCCN(C(=O)Nc2cccc(Cl)c2)CC1 | -19 | ? | -4% | -1% | 3% | 2% | 0 | -9% | -3%
O=[N+]([O-])c1cccc2ccc(N3CCOCC3)nc12 | -18 | 0% | 11% | -1% | 17% | 8% | 6 | 1% | 2%
CC(C)(C)c1ccc(S(=O)(=O)N2CCCCC2C(=O)NCc2ccccn2)cc1 (stereo not drawn) | 23 | -23% | 5% | -6% | 3% | 4% | -4 | 1% | 0%
NC(Cc1ccc(C(F)(F)F)cc1)c1csc(Nc2ccc(C(=O)NCCCO)cn2)n1 (stereo not drawn) | -23 | 3% | ? | -25% | ? | nt | -3 | ? | nt
COc1cc(NC(=O)Cn2cnc(S(=O)(=O)N3CCOCC3)c2)cc(OC)c1OC | -11 | 0% | -6% | 0% | -7% | 23% | -1 | -11% | 0%
Cc1cc(C)cc(NC(=O)c2ccc(NC(=O)C3C4CC5OC(=O)C3C5C4)cc2)c1 (stereo not drawn) | 14 | -15% | 0% | 19% | -6% | -9% | -9 | 0% | 0%
CC1=NN(Cc2c(C)nn(Cc3ccccc3)c2C)C(C)(C)C1 | 19 | -24% | 8% | -2%[7.66 µM] | ? | -1% | -5 | -6% | 3%
CN1CCN(C2CCCCCC2)CC1 | 4 | -4% | 8% | 2% | -2% | -7% | 7 | -12% | 6%
Cc1c(Cl)cccc1NC(=O)Cn1cc2c(n1)CCCC2 | nt | 0% | nt | 19% | nt | nt | -6 | 5% | nt
CCN(CC)CCNC(=O)c1ccc(NC(=O)c2ccc(Cl)c(S(=O)(=O)N3CCCCCC3)c2)cc1 | -104* | 30% | 21µM* | ? | ? | ? | -35 | ? | ?
COc1ccc(NC(=O)c2cccc3c(Br)cccc23)cc1 | 20 | 2% | -12% | -10% | -4% | 2% | -6 | 1% | ?
CC(C(=O)N1CCc2ccccc21)n1cnc2c1c(=O)n(C)c(=O)n2C (stereo not drawn) | 26 | -20% | -23% | -2% | -1% | -17% | 10 | -1% | -6%
COC(=O)[C@@]12CCCN1[C@H](c1ccc(-c3ccc(Cl)c(Cl)c3)c(OC)c1)[C@H]1C(=O)N(C)C(=O)[C@H]12 | ? | ? | -29% | -20% | ? | 2% | -24 | 0% | ?
CSc1ccc(S(=O)(=O)NCC(=O)OCC(=O)N(C)CC(=O)Nc2ccccc2Cl)cc1[N+](=O)[O-] | 11 | 0% | 17% | -6% | 6% | 0% | -10 | 20% | 3%
CC1c2cc3c(cc2CCN1C(=O)c1ccc(Cl)cc1)OCCCO3 (stereo not drawn) | -59* | ? | ? | -12% | ? | ? | -2 | ? | ?
Cc1sc2ncnc(OCC(=O)N3CCN(S(=O)(=O)c4ccccc4)CC3)c2c1C | 20 | 3% | -26% | 6% | -2% | ? | 5 | 4% | ?
CC1CCc2ccccc2N1C(=O)c1cccs1 (stereo not drawn) | 4 | -16% | -2% | -15% | 2% | -16% | -2 | 13% | 5%

In another format: entries from further up
CSc1ccc(S(=O)(=O)NCC(=O)OCC(=O)N(C)CC(=O)Nc2ccccc2Cl)cc1[N+](=O)[O-]
  IL1B secr inh: 11 | KB-V1 MDR tox: 0% | HT1080 IDH1KD tx: 17% | GLP1R cytotox: -6% | HT1080NT lethal: 6% | SW480 rerep: 0% | D3 ag: -10 | KB-3-1 tox: 20% | MCF10A rereplic: 3%

CC1c2cc3c(cc2CCN1C(=O)c1ccc(Cl)cc1)OCCCO3 (stereo not drawn)
  IL1B secr inh: -59* | KB-V1 MDR tox: ? | HT1080 IDH1KD tx: ? | GLP1R cytotox: -12% | HT1080NT lethal: ? | SW480 rerep: ? | D3 ag: -2 | KB-3-1 tox: ? | MCF10A rereplic: ?

Following part
SMILES | IL1B secr inh | KB-V1 MDR tox | HT1080 IDH1KD tx | GLP1R cytotox | HT1080NT lethal | SW480 rerep | D3 ag | KB-3-1 tox | MCF10A rereplic
COc1cc(/C=C/C(=O)OCC(=O)c2c(N)n(C)c(=O)n(C)c2=O)ccc1OC(F)F | 17 | -5% | 4% | -20% | -15% | 9% | 3 | 0% | 5%
CCOc1ccc(N(CC(=O)NCCc2ccc(C)cc2)S(=O)(=O)c2c(C)noc2C)cc1 | ? | -22% | -11% | -6% | -10% | -5% | -4 | -7% | 6%
CCC(=O)Nc1cccc(-c2ccc(N3CCCCC3)nn2)c1 | -18 | 0% | 0% | 5% | -4% | 2% | -5 | -20% | -4%
CC(C)C(OC(=O)c1nsc(Cl)c1Cl)C(=O)NC1CCCCC1 (stereo not drawn) | 3 | 3% | 1% | 0% | 3% | -17% | -2 | 8% | 19%
Cc1nnc(SCC(=O)c2c(N)n(C3CC3)c(=O)[nH]c2=O)n1-c1ccccc1 | 15 | ? | -4% | 3% | 1% | -33% | 4 | ? | -6%
COc1cc(OC)c(OC)cc1CN1CCN(S(=O)(=O)c2ccc(F)cc2)CC1 | 15 | 0% | 3% | -3% | 1% | -4% | -5 | 0% | ?
Cc1ccccc1C(=O)NCC(C)NC(=O)c1ccccc1C (stereo not drawn) | -16 | -3% | 3% | 3% | 11% | -25% | 7 | -2% | 0%
O=C(COC(=O)c1ccc(O)cc1O)Nc1ccc2ccccc2c1 | 23 | 30% | -2% | 0% | -14% | 0% | 1 | -11% | ?
CCC(=O)Nc1cccc(C(=O)c2ccccc2)c1 | -1 | -10% | 0% | 2% | 1% | -11% | -5 | 7% | -4%
CCN(C(=O)COC(=O)CNC(=O)c1cccs1)c1c(N)n(Cc2ccccc2)c(=O)[nH]c1=O | -2 | ? | 1% | 2% | 6% | 1% | 0 | 5% | 2%
Cc1oc(-c2ccccc2Cl)nc1CN(C)C(C)c1ccon1 (stereo not drawn) | 90 | -27% | 3% | -1% | ? | 2% | -4 | 0% | 0%
O=C(CSc1nc(-c2ccco2)cc(C(F)(F)F)n1)NC1CCCC1 | -6 | -5% | 0% | -3% | 9% | -3% | 2 | 11% | -2%
COc1ccccc1OCCCOc1cccc(/C=C2\SC(=O)NC2=O)c1 | 21 | 14% | ? | -18% | ? | 19% | 12 | -15% | ?
CCC(C)NC(=O)CN(C)S(=O)(=O)c1ccc2c(c1)c(=O)n(C)c(=O)n2C (stereo not drawn) | -6 | 0% | 5% | 3% | 6% | -5% | -4 | 21% | 1%
Cc1cccc2nc(Cn3c(=O)n(CCC(=O)NCc4ccco4)c(=O)c4ccccc43)cc(=O)n12 | -5 | ? | -2% | 4% | 0% | 1% | 1 | 10% | 18%
CC1C(=O)N(Cc2ccccc2F)c2ccccc2N1C(=O)c1c(F)cccc1F (stereo not drawn) | ? | -6% | -13% | 0% | -1% | 7% | 3 | ? | 21µM*
CC(NC(=O)CCSCCC(=O)NC(C)c1ccccc1)c1ccccc1 (stereo not drawn) | -1 | 16µM* | ? | -15% | 7% | -2% | 4 | -1% | 15%
CC(=O)NC(c1cccs1)c1cc([N+](=O)[O-])c2cccnc2c1O (stereo not drawn) | 31 | -14% | 10µM* | ? | ? | ? | -6 | ? | ?
C[C@@H]1CN([C@@H](C)CO)C(=O)c2cc(NS(=O)(=O)c3ccc(F)cc3)ccc2O[C@@H](C)CCCCO[C@H]1CN(C)C(=O)NC1CCCCC1 | -12 | -8% | -5% | -21% | -7% | nt | -2 | ? | nt

2 entries from above, set out differently:
The line under a structure holds: IL1B secr inh, KB-V1 MDR tox, HT1080 IDH1KD tx, GLP1R cytotox, HT1080NT lethal, SW480 rerep, D3 ag, KB-3-1 tox, MCF10A rereplic
> Cc1nnc(SCC(=O)c2c(N)n(C3CC3)c(=O)[nH]c2=O)n1-c1ccccc1
    15, ?, -4%, 3%, 1%, -33%, 4, ?, -6%
> Cc1oc(-c2ccccc2Cl)nc1CN(C)C(C)c1ccon1 (stereo not drawn)
    90, -27%, 3%, -1%, ?, 2%, -4, 0%, 0%
